Screening results deposited in PubChem BioAssay by National Center for Advancing Translational Sciences (NCATS).
S3 lipid droplet: qHTS Assay for Lipid Storage Modulators in Drosophila S3 Cells; AID 2685, 2010; Drosophila S3 cells, BODIPY lipid droplet fluorescence, 18-24 h; cells fed with added oleic acid; 320,000 compounds, 0.64% hits; lipid storage change, negative = inhibition, % at the top dose, mostly 46.1 µM; hits show Potency in µM; active means well fitted inhibition curve with a large enough effect in the signal ratio, with a control signal flat, not every such curve was filed as active; inconclusive means small, poorly fitted or top-dose-only effect, or effect the other way, or a change in a side signal; the % refers to the signal ratio
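Drosophila S3 cells got compounds at several concentrations plus oleic acid (400 uM solution). Laser-scanning cytometry with 488 nm excitation read lipid droplets at 500-530 nm and cells at 575-640 nm. Percent activity was relative to 20 uM Triacsin C.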
S3 lipid droplet cell count max: second read-out of S3 lipid droplet, no call of its own (marks repeat the call); cell number change, %; measured here: cell count max response;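 cells counted by Cell Tracker Red CMTPX staining in the red channel; peak over a dose series mostly up to 46.1 µM; percent activity relative to internal control wells on each plate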
Starred values were filed as active, the others as inactive; i = inactive; ? = inconclusive; · = not tested or not shown; [ ] = remark or other dose. On the % scale 0 is the no-effect control and ±100 the full control effect; potency means the concentration at half of the fitted maximal effect. Some of the compounds tested, so the mix of outcomes need not match the whole.

Preview:
No.	Compound	S3 lipid droplet	S3 lipid droplet cell count max
1	O=C(/C=C/c1ccc(N2CCCCC2)c([N+](=O)[O-])c1)c1ccc(S(=O)(=O)N2CCCC2)cc1	?	·
2	N#CC1CC(c2ccccc2)Nc2cc(Cl)ccc2N1 (stereo not drawn)	?	·
3	CC(C)(C)c1cc(C(=O)NCCCn2ccnc2)cc(C(C)(C)C)c1	?	·
4	CC(=O)c1cccc(N(C(=O)c2ccco2)C(C(=O)NC2CCCC2)c2ccccc2F)c1 (stereo not drawn)	?	·
5	O=C(NC1CCCc2ccccc21)C1CCN(S(=O)(=O)c2cccc3nonc23)CC1 (stereo not drawn)	?	·
6	Cc1cc(C)cc(N2C(=O)C3NN=C(C(=O)OCc4ccccc4)C3C2=O)c1 (stereo not drawn)	6%	17
7	CNC1(c2nnnn2-c2c(C)cccc2C)CCOC(C)(C)C1 (stereo not drawn)	?	·

This part in full, repeating the preview:
No.	Compound	S3 lipid droplet	S3 lipid droplet cell count max
1	O=C(/C=C/c1ccc(N2CCCCC2)c([N+](=O)[O-])c1)c1ccc(S(=O)(=O)N2CCCC2)cc1	?	·
2	N#CC1CC(c2ccccc2)Nc2cc(Cl)ccc2N1 (stereo not drawn)	?	·
3	CC(C)(C)c1cc(C(=O)NCCCn2ccnc2)cc(C(C)(C)C)c1	?	·
4	CC(=O)c1cccc(N(C(=O)c2ccco2)C(C(=O)NC2CCCC2)c2ccccc2F)c1 (stereo not drawn)	?	·
5	O=C(NC1CCCc2ccccc21)C1CCN(S(=O)(=O)c2cccc3nonc23)CC1 (stereo not drawn)	?	·
6	Cc1cc(C)cc(N2C(=O)C3NN=C(C(=O)OCc4ccccc4)C3C2=O)c1 (stereo not drawn)	6%	17
7	CNC1(c2nnnn2-c2c(C)cccc2C)CCOC(C)(C)C1 (stereo not drawn)	?	·
8	CCN(CC)C(=O)CSc1nc2c(c(-c3cccnc3)c1C#N)CCCC2	-2%[9.22 µM]	5
9	CCOc1ccc(N(CC)S(=O)(=O)c2ccc3c(c2)oc(=O)n3C)cc1	5%	-5
10	COc1cccc(-c2ccc3ncnc(NCc4cc(C)cs4)c3c2)c1	?	·
11	CC1CC(=O)Nc2ccccc2N1C(=O)CSc1nnnn1C(C)C (stereo not drawn)	?	·
12	CSc1ccccc1NC(=S)NCc1ccc(Cl)cc1	i	·
13	COC(=O)C(NC(=O)C(NC(=O)c1ccccc1)C(C)C)C(C)C (stereo not drawn)	-21%	1
14	COc1ccc(-c2cnn3c(N)c(S(=O)(=O)C(C)(C)C)cnc23)cc1	-4%	-24
15	COc1ccc(NC(=O)NCc2ccco2)c(OC)c1	-5%	0
16	COc1ccc(Cl)cc1NS(=O)(=O)c1cccc(C(=O)NC2CCC(O)CC2)c1 (stereo not drawn)	?	·
17	CCNC(=O)NC(=O)C(C)Oc1ccc(Br)cc1Br (stereo not drawn)	?	·
18	COC(=O)c1cc(Br)c(=O)n(CCN2CCCCC2)c1	?	·
19	CCOc1cc(C2C3=C(CC(C)(C)CC3=O)N(CCCOC)C3=C2C(=O)CC(C)(C)C3)ccc1OC	?	·
20	CCn1nnnc1NC(=O)c1cc(Cl)c(OC)c(Cl)c1	-1%	-2
21	Cc1cnc(C(=O)Nc2ccccc2F)cn1	?	·
22	CCOC(=O)N1CCN(CC(O)COCc2ccccc2)CC1 (stereo not drawn)	?	·
23	COc1ccc(N(CC(=O)NC(C)c2ccccc2)S(=O)(=O)c2c(C)noc2C)cc1 (stereo not drawn)	i	2
24	Fc1ccc(-n2nnc(-c3ccccc3)n2)cc1	-6%	·
25	CC1CCCC/C1=N/Nc1ccc([N+](=O)[O-])cc1[N+](=O)[O-] (stereo not drawn)	?	·

Carrying on:
No.	Compound	S3 lipid droplet	S3 lipid droplet cell count max
26	O=C(Cc1cccs1)N/N=C/c1ccccc1	20%	10
27	CCOc1ccc(C(=O)NCC(c2ccco2)N2CCOCC2)cc1 (stereo not drawn)	?	·
28	COc1ccc(/C=C/C(=O)NCC(=O)n2nc(C)cc2C)cc1	0%	17
29	CCC(C(=O)OC)n1cnc2c(oc3ccccc32)c1=O (stereo not drawn)	?	·
30	CC1CCN(S(=O)(=O)c2ccc(NC(=O)CSc3ncccc3C(=O)O)cc2)CC1	?	·
31	CCOC(=O)Cc1csc(NC(=O)c2sc3nc4ccc(CC)cc4cc3c2N)n1	?	·
32	CC1CN(C(=O)c2ccc(S(=O)(=O)Nc3ccccc3F)cc2)CC(C)O1 (stereo not drawn)	?	·
33	CCN(CC)S(=O)(=O)c1ccc(OC)c(NC(=O)Cn2cnc3c2c(=O)n(C)c(=O)n3C)c1	15%	2
34	CCCSc1ccc(C(=O)Nc2ccc(Cl)cc2)cn1	?	·
35	CC(C)(C)OC(=O)COc1cc(OCC(=O)OC(C)(C)C)c2c(=O)cc(-c3ccccc3)oc2c1	?	·
36	O=C(NC(c1ccccc1)c1ccccc1)c1ccc(=O)[nH]n1	?	·
37	O=c1c2ccccc2nc2n1CCCCC2	?	·
38	O=C(OCCN=C1NS(=O)(=O)c2ccccc21)c1ccco1	-4%	3
39	O=C(NCCNC(=O)c1cnccn1)c1ccc(Cl)cc1	-5%	2
40	CCCCN(CCCC)CC(O)CN(c1cc([N+](=O)[O-])ccc1OC)S(=O)(=O)c1ccccc1 (stereo not drawn)	-10%	-14
41	CCCCOc1ccc(CSc2ncn[nH]2)cc1	?	·
42	Cc1ccc2ccc[n+](Cc3ccccc3)c2c1	?	·
43	COc1ccc(C(=O)COC(=O)CNC(=O)c2cc(OC)cc(OC)c2)cc1	?	·
44	CC(OC(=O)c1ccc2c(c1)S(=O)(=O)c1ccccc1C2=O)C(N)=O (stereo not drawn)	?	·
45	c1ccc(-c2cccs2)nc1	8%	3
46	O=S(=O)(NCC1CCN(S(=O)(=O)c2ccccc2)CC1)c1ccccc1	i	8
47	O=C(CSc1nnnn1-c1ccccc1)NCc1ccco1	1%	5
48	CCCc1[nH]nc2c1C(c1ccc(Br)s1)C(C#N)=C(N)O2 (stereo not drawn)	?	·
49	S=C(NCCc1ccncc1)Nc1ccccc1	?	·
50	CCOC(=O)C1=C(COC(=O)c2cc(OC)c(OC)c(OC)c2)NC(=O)NC1C (stereo not drawn)	5%	-12

(continued)
No.	Compound	S3 lipid droplet	S3 lipid droplet cell count max
51	CCOc1ccc(S(=O)(=O)NC(C)C(=O)NC2CCCC2)cc1 (stereo not drawn)	?	·
52	OCCC1CN(Cc2cccn2-c2ncccn2)CCN1CCc1ccccc1 (stereo not drawn)	-1%	13
53	Cc1cc(C)c(C)c(S(=O)(=O)Nc2ccc(C(=O)N3CCCC3)cc2)c1C	?	·
54	CN(CC(=O)Nc1c(Cl)cccc1Cl)C(=O)c1cc2ccccc2cc1O	?	·
55	Cc1ccc2c(c1)nnn2C1CCN(S(C)(=O)=O)CC1	?	·
56	CCN(CC)CCNc1nc(-c2ccccc2)nnc1C(F)(F)F	?	·
57	N#Cc1c(N)n(-c2cccc(O)c2)c2nc3ccccc3nc12	8%	15
58	CC(NC(=O)c1ccco1)c1ccc2c(c1)OCO2 (stereo not drawn)	?	·
59	CCOc1ccc2nc(NC(=O)Nc3ccccc3)sc2c1	?	·
60	COC(=O)C(C)Oc1ccc2c3c(c(=O)oc2c1)CCCCC3 (stereo not drawn)	?	·
61	CCOc1ccc(N(CC(=O)Nc2cc(C)ccc2C)S(=O)(=O)c2c(C)[nH]c(=O)[nH]c2=O)cc1	?	·
62	COc1cccc(CN(C)S(=O)(=O)c2cccs2)c1	?	·
63	Cc1cc(/C=N/Nc2ccc([N+](=O)[O-])cn2)c(C)n1-c1cccc(C(=O)O)c1	?	·
64	CNC(=O)c1ccsc1NC(=O)CCS(=O)(=O)c1ccc(F)cc1	?	·
65	CC(C)CCOC(=O)C[N+](C)(C)CCOC1CC2CCC1(C)C2(C)C (stereo not drawn)	?	·
66	O=C(NCCc1ccccc1)c1c(F)cccc1F	?	·
67	CSc1nc2nc3c(cn2n1)C(=O)CC(c1ccccc1)C3 (stereo not drawn)	?	·
68	COc1ccccc1/C=N/NC(=O)CSc1ccc2ccccc2n1	5%	9
69	CC1(C2CC2)NC(=O)N(CC(=O)Nc2ccccc2C#N)C1=O (stereo not drawn)	?	·
70	C=CCN1C(=O)C2(OCCCO2)c2ccccc21	-19%	8
71	COc1ccc(C(C)=O)cc1COc1cccnc1[N+](=O)[O-]	?	·
72	O=C(O)CC1(c2ccc(F)cc2)C2CC3CC(C2)CC1C3 (stereo not drawn)	?	·
73	C/C=C/C1=CC(=O)C[C@H](c2ccc(OC)c(OC)c2)C1	?	·
74	CCOC(=O)N1CCC(NC(=O)c2cc3c(=O)[nH]c4ccccc4c3n2C)CC1	-8%	9
75	Cc1cc(Br)ccc1OCC(=O)NNC(=O)c1ccc(NC(=O)C2CC2)cc1	?	·

Shown screen by screen: three of the compounds above
(59) CCOc1ccc2nc(NC(=O)Nc3ccccc3)sc2c1
(64) CNC(=O)c1ccsc1NC(=O)CCS(=O)(=O)c1ccc(F)cc1
(63) Cc1cc(/C=N/Nc2ccc([N+](=O)[O-])cn2)c(C)n1-c1cccc(C(=O)O)c1
screen / no. | 59 | 64 | 63
S3 lipid droplet | ? | ? | ?
S3 lipid droplet cell count max | · | · | ·

Values by screen from the entries so far:
S3 lipid droplet, entries 57–66: 8%, ?, ?, ?, ?, ?, ?, ?, ?, ?

Next part:
No.	Compound	S3 lipid droplet	S3 lipid droplet cell count max
76	COc1ccc(/C=C/C(=O)Oc2cccc(/C=N/NC(=O)Cc3ccc(Br)cc3)c2)cc1	?	·
77	COC(C(=O)N/N=C(\C)c1ccc(C)cc1)c1ccccc1 (stereo not drawn)	?	·
78	COCCCN1C(=O)N(c2ccccc2)C(=O)C1CC(=O)Nc1ccccc1 (stereo not drawn)	?	·
79	CC1c2cc3c(cc2CCN1C(=O)c1ccc(C(F)(F)F)cc1)OCCCO3 (stereo not drawn)	?	·
80	Cc1cc(C)cc(NC(=O)C(OC(=O)c2ccc(O)cc2)c2ccccc2)c1 (stereo not drawn)	?	·
81	O=C(CC1CCCC1)Nc1cc(S(=O)(=O)N2CCOCC2)ccc1O	?	·
82	CSc1nc(C)c2c(n1)N(c1cccc(C)c1)CC2	-4%	16
83	CC1CCCCN1CCNC(=O)c1ccc2c(=O)n(Cc3ccc(Cl)cc3)c(=S)[nH]c2c1 (stereo not drawn)	?	·
84	NCC(=O)NCC(=O)OCc1ccccc1	?	·
85	C=CCn1c(CC(=O)OC)csc1=Nc1ccc(C(C)=O)cc1	?	·
86	C=CCOc1ccc(Cl)cc1C(=O)O	?	·
87	CCCCNC(=O)C1CC(c2c(Cl)cccc2Cl)=NO1 (stereo not drawn)	-8%	0
88	COc1ccccc1CN(C)C(=O)C(NC(=O)Cc1cccc2ccccc12)C(C)C (stereo not drawn)	?	·
89	COCCCN1C(=O)C(=O)/C(=C(/O)c2ccc(OC(C)C)cc2)C1c1cccnc1 (stereo not drawn)	11%	·
90	Cc1ccc(NC(=O)Cn2nc(C(F)(F)F)c3c2CCC3)cc1	?	·
91	O=C(CN1CCN(C(=O)c2cccs2)CC1)NC1CCCCC1	?	·
92	COC1(OC)C(/C=C/c2ccc(Cl)cc2)C(C#N)(C#N)C1(OC)OC (stereo not drawn)	?	·
93	CC(C(=O)N1CCOCCOCCOCC1)N1C(=O)c2ccccc2C1=O (stereo not drawn)	7%	1
94	O=C(O)c1ccc(NS(=O)(=O)c2ccc3nnn(O)c3c2)cc1	?	·
95	CCc1cc(C(=O)N2CCCC(CNS(=O)(=O)c3cccs3)C2)n(C)n1 (stereo not drawn)	i	-2
96	CN(CC(=O)NCC1CCCO1)S(=O)(=O)c1cc(Cl)ccc1Cl (stereo not drawn)	3%	-10
97	O=C(NCC1CCCO1)c1cc([N+](=O)[O-])ccc1Cl (stereo not drawn)	?	·
98	COc1ccc(C(=O)CN2C3=NCCCN3c3ccccc32)cc1OC	?	·
99	Cc1nc2ccccc2c(=O)n1NC(=O)Nc1ccccc1	?	·
100	O=C(NCc1ccco1)c1ccc2c(=O)n(CC3CCCO3)c(=S)[nH]c2c1 (stereo not drawn)	-5%	-13

Entries 84 to 85, reprinted for reference:
No.	Compound	S3 lipid droplet	S3 lipid droplet cell count max
84	NCC(=O)NCC(=O)OCc1ccccc1	?	·
85	C=CCn1c(CC(=O)OC)csc1=Nc1ccc(C(C)=O)cc1	?	·

(more compounds)
No.	Compound	S3 lipid droplet	S3 lipid droplet cell count max
101	Cn1nc(-c2ccccc2)c(-c2nc(-c3ccc(Cl)cc3)no2)c1Cl	?	·
102	Cc1ccc(N(CC(=O)N2CCN(c3ccc(F)cc3)CC2)S(=O)(=O)c2c(C)nn(C)c2C)cc1	3%	1
103	Cc1ccc(NC(=S)NCc2ccc3c(c2)OCO3)cc1C	22%	16
104	Cc1ccc2oc(=O)n(CCCOc3ccccc3)c2c1	21%	-2
105	CCOC(=O)Cn1cc(C(=O)OC)c2ccccc21	12%	-3
106	O=C(Nc1ccccc1)c1cc(S(=O)(=O)Nc2cccnc2)ccc1Cl	28%	12
107	CCN(CC)C(=O)C(=O)c1cn(CC(=O)NCc2ccc3c(c2)OCO3)c2ccccc12	13%	1
108	COc1ccc(CN(CC2CCCO2)S(=O)(=O)c2ccc(-n3cnnn3)c(OC)c2)cc1 (stereo not drawn)	-5%	4
109	CC(C)NC[C@@H](O)COc1cccc2ccccc12	?	·
110	C=CCCCCCCCCC(=O)Nc1ncccn1	?	·
111	CCc1nnc(NC(=O)CSc2ccc(-c3ccc(C)cc3)nn2)s1	-41%[9.22 µM]	·
